Compound activity deposited in PubChem by The Scripps Research Institute Molecular Screening Center.
MITF primary = blocks human microphthalmia-associated transcription factor; O75030; AlphaScreen MITF homodimerization, bead proximity signal; inhibition, % at 2.6 µM; hit rate 0.91% among 650,000; AID 1259374; in the data active = inhibition above about 50%;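 note: 0% = vehicle wells with protein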
Target sequence (O75030 whole entry, looked up): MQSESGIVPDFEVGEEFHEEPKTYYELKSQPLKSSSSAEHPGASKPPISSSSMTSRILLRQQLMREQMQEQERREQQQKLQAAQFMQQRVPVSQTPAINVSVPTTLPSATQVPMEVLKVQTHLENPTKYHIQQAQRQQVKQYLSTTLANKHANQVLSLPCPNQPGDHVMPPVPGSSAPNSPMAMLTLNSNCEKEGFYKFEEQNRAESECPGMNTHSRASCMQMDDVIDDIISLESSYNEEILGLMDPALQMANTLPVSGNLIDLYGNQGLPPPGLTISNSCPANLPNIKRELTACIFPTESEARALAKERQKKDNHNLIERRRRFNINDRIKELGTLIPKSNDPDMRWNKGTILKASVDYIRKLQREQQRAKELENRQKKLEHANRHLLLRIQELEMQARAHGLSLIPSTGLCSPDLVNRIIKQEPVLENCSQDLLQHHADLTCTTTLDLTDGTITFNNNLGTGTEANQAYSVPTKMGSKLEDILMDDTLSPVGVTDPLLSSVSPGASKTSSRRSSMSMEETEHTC
FBW7 activator = human FBW7 E3 ligase activation, primary screen | AlphaScreen FBW7–phospho-cyclin E peptide binding, activator screen | AID 1259310 | hit rate 0.13% among 650,000 | normalized activity (activation), % at 26.1 µM | Q969H0; in the data active = normalized activity above about 1.9%;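 note: purified mutant Fbw7 with reduced substrate affinity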
TEAD-YAP block = TEAD-YAP interaction inhibition. HEK-TIYL cells, TEAD-Gal4/YAP UAS-luciferase luminescence. inhibition, % at 9.12 µM. hit rate 1.4% among 640,000; in the data active = inhibition above about 32%;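 note: 0% = median of test compound wells and 100% = reference inhibitor wells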
GPR151 activ = activates the human receptor GPR151. Q8TDV0. PathHunter beta-arrestin GPR151 cells, luminescence. activation, % at 11.2 µM. hit rate 1% among 650,000. AID 1508602; in the data active = activation above about 4.9%;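 note: 0% = median of compound wells and 100% = cells with positive control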
Target sequence (Q8TDV0 whole entry, looked up): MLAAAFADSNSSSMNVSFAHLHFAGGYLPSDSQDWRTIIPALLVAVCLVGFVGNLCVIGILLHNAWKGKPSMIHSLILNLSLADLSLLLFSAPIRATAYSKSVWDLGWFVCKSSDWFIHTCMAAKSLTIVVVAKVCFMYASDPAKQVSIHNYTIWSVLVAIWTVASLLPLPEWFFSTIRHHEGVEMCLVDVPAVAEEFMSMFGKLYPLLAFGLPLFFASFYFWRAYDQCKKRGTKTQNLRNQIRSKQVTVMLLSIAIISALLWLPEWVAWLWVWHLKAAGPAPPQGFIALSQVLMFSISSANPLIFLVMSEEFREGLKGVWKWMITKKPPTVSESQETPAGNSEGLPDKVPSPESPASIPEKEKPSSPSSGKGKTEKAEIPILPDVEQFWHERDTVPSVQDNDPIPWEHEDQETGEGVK
An asterisk follows results filed as active; & = joins results of further samples.

No. | smiles | MITF primary | FBW7 activator | TEAD-YAP block | GPR151 activ
1 | CCCC(=O)N1CCc2cc(-c3csc(NC(=O)C(=O)OCC)n3)ccc21 | -1 | 0.2 | 2 | 0.4
2 | COc1ccc(NC(=O)N2CCCC2C(=O)Nc2ccc3c(c2)OCCO3)cc1 (centres undefined) | -1 | 0.0 | -4 | 0.1
3 | Nc1cccc(C(=O)Nc2ccco2)c1 | 8 | 0.8 | -22 | -3.3
4 | CCOc1ccc(-n2c(CNC(=O)c3ccc(S(=O)(=O)N4CCCCC4)cc3)nnc2SCC(=O)N2CCc3ccccc32)cc1 | -8 | -0.1 | -9 | 0.7
5 | COC(=O)c1cc2c(ccn2C)n1CC(C)C | 1 | -0.1 | -3 | 0.0
6 | O=C(CCCl)Nc1nc2c(s1)CCc1ccccc1-2 | 11 | 0.5 | 35* | 1.4
7 | COCCCNS(=O)(=O)c1ccc(CN2C(=O)c3cccnc3C2=O)cc1 | 8 | -0.3 | 1 | 0.6
8 | CN(c1ccc(C(=O)NCc2ccncc2)cc1)S(=O)(=O)c1ccc(Cl)cc1 | 17 | 0.2 | 8 | -0.3
9 | Cc1ccc(CNC(=O)CSCc2ccc(Br)cc2)cc1 | 4 | 0.0 | 7 | -0.1
10 | O=c1c2cn[nH]c2[nH]c(=S)n1-c1ccccc1Cl | -4 | 0.1 | -5 | -1.5
11 | CCOC(=O)CN1C(=O)S/C(=C/c2ccc(-c3ccccc3)o2)C1=O | 5 | 0.2 | 10 | 4.1
12 | Cc1ccc(CNc2ncc(-c3ccccc3)n2C)cc1 | 26 | -0.2 | -5 | -0.1
13 | COc1ccc(N(CC(=O)Nc2ccc(NC(C)=O)cc2)S(C)(=O)=O)cc1Cl | 1 | -0.3 | -11 | 2.5
14 | COc1ccc(/C=C2\C(=O)Nc3ccc(Br)cc32)cc1 | 32 | 0.3 | -4 | -1.7
15 | CCCNc1nc(Cl)nc2c1ncn2Cc1ccc(C(F)(F)F)cc1 | 2 | 0.0 | 5 | 0.2
16 | CCc1nnc(NC(=O)c2ccc(OC)cc2)s1 | 18 | 0.0 | 40* | -6.9
17 | CSc1ncc(C(=O)NCc2ccco2)cn1 | -5 | -0.1 | 4 | 1.3
18 | O=C(COc1ccccc1CNc1ccc2oc(-c3ccccc3)nc2c1)N1CCOCC1 | -1 | 0.1 | -17 | 1.2
19 | O=[N+]([O-])c1ccc(Cl)c(S(=O)(=O)/N=C(/c2ccccc2)N2CCOCC2)c1 | -8 | 0.0 | -7 | 0.4
20 | O=C1/C(=C/c2ccc(-c3cc(Cl)ccc3Cl)o2)C=C(c2ccccc2)N1c1cccc(O)c1 | 13 | 0.1 | -5 | -0.5
21 | O=C(CSc1nc(-c2ccccc2)cs1)Nc1ccccn1 | 3 | -0.1 | -4 | -7.1
22 | CN(C(=O)c1ccccn1)C1(C(=O)NC2CCCCC2)CCCCC1 | 5 | 0.3 | 7 | -0.4
23 | O=C(Cc1ccc(Br)c2ccccc12)N/N=C\c1ccc([N+](=O)[O-])o1 | 13 | -0.1 | 1 | 0.7
24 | COc1ccccc1N1CCN(C(C)Cc2ccccc2)CC1 (centres undefined) | 13 | -0.2 | 8 | -1.2
25 | Nc1ccccc1C(=O)N/N=C/c1ccc([N+](=O)[O-])cc1 | 0 | 0.0 | -40 | -0.5

An excerpt of these results, screen by screen.
21	O=C(CSc1nc(-c2ccccc2)cs1)Nc1ccccn1
22	CN(C(=O)c1ccccn1)C1(C(=O)NC2CCCCC2)CCCCC1

| compound no. | 21 | 22 |
| --- | --- | --- |
| MITF primary | 3 | 5 |
| FBW7 activator | -0.1 | 0.3 |
| TEAD-YAP block | -4 | 7 |
| GPR151 activ | -7.1 | -0.4 |

(list continues)
No. | smiles | MITF primary | FBW7 activator | TEAD-YAP block | GPR151 activ
26 | Cc1cc(F)ccc1S(=O)(=O)NCC1(O)CCCC1 | 11 | 0.4 | 5 | -1.1
27 | CC(C)=CC(=O)OCC(=O)NC(=O)C1COc2ccccc2O1 (centres undefined) | 2 | -0.2 | -3 | 1.3
28 | CC(C)c1nc(SCc2ccccn2)c2c(=O)n(C)c(=O)n(C)c2n1 | 7 | 0.0 | 8 | 0.9
29 | COc1ccc(NC(=O)CSc2nnc3[nH]c(=O)ccn23)c(OC)c1 | 8 | 0.0 | 15 | -1.3
30 | C=C/C=C(\C=C/C)C1(CNC(=O)c2ccccc2OC)CCOCC1 | 4 | -0.1 | -16 | -0.6
31 | CC(=O)N(C)c1ccc(NC(=O)c2ccc(Cl)cc2[N+](=O)[O-])cc1 | 16 | 0.1 | 7 | -1.3
32 | COc1cccc(NC(=O)CSc2nnc(-c3ccc(Cl)cc3)c(-c3ccc(Cl)cc3)n2)c1 | 9 | 1.1 | 2 | 0.4
33 | CC(C)C1Oc2ccccc2N(CC(=O)N(C)C2CCCCC2)C1=O (centres undefined) | -4 | -0.1 | 8 | 1.0
34 | CCCc1nnc(NC(=O)CCCOc2ccc(Cl)cc2)s1 | -5 | -0.1 | -8 | -0.2
35 | Cc1ccccc1-n1ncc(Cl)c(Cl)c1=O | -18 | 0.0 | 14 | -0.9
36 | CCOc1ccccc1NC(=O)CN(c1ccc(C)cc1)S(=O)(=O)c1ccc(OC)cc1 | 1 | 0.0 | 3 | 1.3
37 | O=C(O)c1ccc(-c2ccc(/C=C/c3[nH]c(=O)[nH]c(=O)c3[N+](=O)[O-])o2)cc1 | 32 | -0.2 | 6 | -1.2
38 | Cc1ccc(NC(=O)C2(N(C)C(=O)Cc3nc(N)n[nH]3)CCCCC2)cc1 | 47 | -0.2 | 6 | -1.8
39 | Cc1nc2nc[nH]n2c(=O)c1NS(=O)(=O)c1ccc2c(c1)n(C)c(=O)n2C | 64* | -0.1 | 4 | -1.2
40 | COc1ccccc1NC(=O)C(=O)NNC(=O)c1ccccc1Cl | 19 | 0.0 | 5 | -1.0
41 | CCCc1ccc(-c2ccc(-c3ccc(C#N)cc3)cc2)nc1 | 17 | 0.3 | 3 | -1.2
42 | O=C(Cn1c2c(c(-c3ccccc3Cl)cc1=O)CCC2)NCc1ccccc1 | 2 | -0.1 | 11 | 0.3
43 | O=C(COC(=O)c1ccc(Br)o1)NCCN1C(=O)CSC1=O | 6 | 0.7 | -4 | 2.6
44 | Cc1cc(I)ccc1NC(=O)C1CSCN1C(=O)OCc1ccccc1 (centres undefined) | 0 | 0.0 | 10 | -0.6
45 | O=C(CSc1nnc(NC(=O)c2c(F)cccc2F)s1)Nc1ccc(F)cc1 | -12 | 0.0 | -18 | -0.3
46 | Cc1ccc(C(=O)N/C(=C\c2ccc(-c3ccc(Cl)cc3)o2)C(=O)NCCO)cc1 | -5 | 0.0 | 3 | 2.0
47 | COC(=O)COc1ccc(S(=O)(=O)N2CCOCC2)cc1 | -5 | 0.2 | -2 | 2.7
48 | CS(=O)(=O)c1cccc(S(=O)(=O)N2CCC(c3nc(-c4ccccc4)no3)CC2)c1 | 1 | 0.1 | 6 | -1.0
49 | COc1ccccc1CN1CCc2nnc(-c3ccccc3)n2CC1 | -1 | -0.1 | 5 | -1.2
50 | O=C(Nc1ccc(I)cc1)c1c(O)c2ccccc2[nH]c1=O | -14 | 0.1 | -3 | -1.2
51 | O=S(=O)(Nc1ccc(-c2nnc3n2CCCCC3)cc1)c1ccc(Br)cc1 | -1 | -0.2 | 0 | -0.2
52 | CCOC(=O)CCc1c(C)c2cc(Cl)c(OC(C)=O)cc2oc1=O | 4 | -0.1 | -7 | -0.8
53 | CCOc1ccc(-c2nnc(SCC(=O)N3CCCCC3)o2)cc1 | 7 | -0.1 | 8 | 0.4
54 | O=C(COC(=O)c1cccnc1)c1ccc(OC(=O)c2ccccc2)cc1 | 6 | -0.2 | -40 | -0.9
55 | CCN1CCN(c2ncc(C(=O)NC3CCCCCC3)c3ccccc23)CC1 | 9 | -0.2 | 13 | -1.0
56 | COC(=O)c1ccc2c(=O)[nH]c3c(C(=O)OC)sc(=S)n3c2c1 | -4 | -0.1 | -1 | -1.4
57 | Cc1c(C(=O)Nc2ccccc2F)sc(NC(=O)c2ccc3c(c2)OCO3)c1C#N | 11 | -0.1 | 9 | 0.9
58 | O=C1NC(=O)C(=Cc2ccc3ncccc3c2)C(=O)N1 | -1 | -0.6 | 2 | -0.7
59 | CCCC(=O)Nc1nnc(-c2ccccc2F)s1 | 12 | 0.4 | -3 | 0.2
60 | NC(=O)c1c(NC(=O)CN(C(=O)c2ccncc2)C2CCCC2)sc2c1CCCC2 | -5 | 0.1 | -8 | 4.4
61 | O=C(Nc1ccc(S(=O)(=O)Nc2ccc(F)cc2)cc1)C(c1ccccc1)c1ccccc1 | 5 | 0.0 | 5 | 1.2
62 | COC(=O)c1ccccc1NC(=O)NNS(=O)(=O)c1ccc2ccccc2c1 | 5 | -0.2 | 1 | -1.2
63 | O=C(COC(=O)c1ccc2c(c1)C1C=CCC1C(c1ccc(Cl)cc1)N2)c1ccc(Br)cc1 (centres undefined) | -7 | -0.1 | 5 | -0.2
64 | Fc1ccccc1Nc1ncnc2c1cnn2-c1ccccc1 | 10 | 0.6 | -57 | 0.7
65 | O=[N+]([O-])c1c(NCc2ccccc2)cc(Cl)c2nonc12 | 10 | 0.0 | 4 | -3.0
66 | Oc1oc(-c2cccc3ccccc23)nc1C=Nc1ccc(Br)cc1Br | -6 | -0.1 | 4 | -1.2
67 | COc1cc(C)nc(N(CC(N)=O)S(=O)(=O)c2ccccc2)n1 | 18 | 0.0 | 9 | 0.7
68 | COc1cccc(C(=O)NC2CCN(CC(=O)Nc3ccccc3[N+](=O)[O-])CC2)c1 | -4 | -0.1 | -11 | -1.6
69 | CC(=O)c1cccc(NC(=O)c2cc(Cl)cc(Cl)c2)c1 | 8 | 0.0 | 9 | 0.0
70 | O=C1NC(=S)NC(=O)C1=Cc1cccc(OC(=O)c2ccc(Cl)cc2)c1 | 12 | 0.4 | -1 | 5.9*
71 | COc1cccc(CNC(=O)c2cnc3cc(-c4ccncc4)ccn23)c1 | 13 | -0.4 | -10 | -1.2
72 | COc1ccc(C(=O)N2CCN(Cc3ccco3)CC2)cc1 | 55* | -0.1 | -4 | 0.6
73 | CCCCNc1nc2ccccc2n1CC(=O)N1CCc2ccccc21 | -4 | 0.0 | 2 | 0.1
74 | Cc1cc(N2CCCCC2)nc2ccc(NC(=O)CCC(=O)NC3CCCC3)cc12 | -10 | -0.1 | -50 | 1.4
75 | COc1ccc(NC(=O)/C(=C/c2cccc([N+](=O)[O-])c2)NC(=O)c2ccccc2Br)cc1Cl | -7 | -0.2 | -8 | -0.2

Look-ups from above:
Entry for cpd 41 in TEAD-YAP block: 3
Entry for cpd 7 in MITF primary: 8

Next records.
cpd | Compound | MITF primary | FBW7 activator | TEAD-YAP block | GPR151 activ
76 | CCc1ccccc1NC(=O)c1ccc(F)c(S(=O)(=O)NCC2CCCO2)c1 (centres undefined) | 14 | 0.2 | 8 | -2.1
77 | Cc1ccc(OCc2nc(-c3ccc(Cl)cc3)no2)c(Br)c1 | 7 | 0.1 | -7 | 1.7
78 | c1cc(-c2ccnc(Nc3ccc(N4CCOCC4)cc3)c2)[nH]n1 | 23 | -0.3 | -44 | -0.9
79 | CC(=O)c1c(C)[nH]c(C(=O)OCC(=O)N(C)C)c1C | 8 | -0.1 | -1 | -0.5
80 | Cc1ccc(Cc2nc3cc(C)c(C)cc3[nH]c2=O)c(C)c1 | 6 | -0.1 | -3 | 1.5
81 | CCOC(=O)c1c(NC(=O)C(C)Sc2nnc(CNC(=O)COc3ccccc3)n2-c2ccccc2OC)sc2c1CCC2 (centres undefined) | 0 | -0.1 | -3 | -0.4
82 | Cc1ccc(-n2cnc3cc(C(=O)NC4CCCCCC4)ccc32)c(C)c1 | -15 | 0.7 | -10 | 1.5
83 | CCC(C)C(NS(=O)(=O)c1cccc2nsnc12)C(=O)O (centres undefined) | -3&8 | -0.2&0.2 | -1&7 | -0.2&-1.0
84 | Cc1ccc(C(=O)CSc2nnc(-c3ccccc3Cl)n2-c2ccccc2)c(C)c1 | -2 | 0.0 | -19 | 1.1
85 | Cc1sc2nc(SCC#N)[nH]c(=O)c2c1C | 1 | 0.6 | 46* | 0.2
86 | Cn1c(=O)c2c(ncn2CCC(=O)NN)n(C)c1=O | -6 | 0.1 | 1 | -0.6
87 | Cc1ccc(NC(=O)Nc2nnc(CC(=O)Nc3ccccc3)s2)cc1 | 17 | 0.0 | 6 | 1.8
88 | CC(=O)N1CCC2(CC1)OCc1cc(-c3ccc4[nH]ccc4c3)ccc1O2 | -3 | -0.1 | 6 | 0.0
89 | CCOc1ccc(C(=O)NCC(=O)OCC(=O)Nc2cccc(C(F)(F)F)c2)cc1 | -8 | -0.1 | -1 | -0.5
90 | O=C(NCc1ccccc1)/C(=C\C=C\c1ccccc1)NC(=O)c1ccc([N+](=O)[O-])cc1 | 4 | -0.1 | 56* | -1.0
91 | Cc1cccc(N(C)C(=O)CCS(=O)(=O)c2cc3c(cc2C)NC(=O)CO3)c1 | 4 | 0.2 | 11 | 1.6

Reformatted field by field: entries from further up
#48 CS(=O)(=O)c1cccc(S(=O)(=O)N2CCC(c3nc(-c4ccccc4)no3)CC2)c1
- MITF primary: 1
- FBW7 activator: 0.1
- TEAD-YAP block: 6
- GPR151 activ: -1.0
#49 COc1ccccc1CN1CCc2nnc(-c3ccccc3)n2CC1
- MITF primary: -1
- FBW7 activator: -0.1
- TEAD-YAP block: 5
- GPR151 activ: -1.2
#50 O=C(Nc1ccc(I)cc1)c1c(O)c2ccccc2[nH]c1=O
- MITF primary: -14
- FBW7 activator: 0.1
- TEAD-YAP block: -3
- GPR151 activ: -1.2
#51 O=S(=O)(Nc1ccc(-c2nnc3n2CCCCC3)cc1)c1ccc(Br)cc1
- MITF primary: -1
- FBW7 activator: -0.2
- TEAD-YAP block: 0
- GPR151 activ: -0.2
